# PLK1 inh = blocks human PLK1 kinase activity | P53350 | inhibition, % at 10 µM | AID 619 | 97,000 compounds, 0.53% hits | recombinant PLK1 kinase, TR-FRET peptide phosphorylation;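 active = inhibition of 50% or more in the single-concentration screen; inactive = inhibition below 50%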;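 note: 0% = DMSO max control and 100% = H-89 dihydrochloride min control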
# Plk1 PBD FP = inhibitors of human Plk1 polo box domain binding. Plk1 PBD phosphopeptide binding, fluorescence polarization. inhibition, %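 (tested at about 20 µM)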. P53350. 97,000 compounds, 0.13% hits; in the data active = inhibition above about 34%, passing the limit was not always enough
# CYP2C9 activ = CYP2C9 (human) activation; P11712; recombinant CYP2C9, luciferin-H conversion, luminescence; hits give high values; factor 1 = untreated enzyme, 0 = blocked; activation factor at 5 µM; 96,000 compounds, 1.4% hits; AID 1024;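 active = activation factor of 2 or more for CYP2C9 at a 5 µM dose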;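 note: 0 = sulfaphenazole-blocked wells and 1 = vehicle-only wells; values of inactives mirror those of a sister screen read the other way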
# Target sequence (P11712 whole entry, looked up): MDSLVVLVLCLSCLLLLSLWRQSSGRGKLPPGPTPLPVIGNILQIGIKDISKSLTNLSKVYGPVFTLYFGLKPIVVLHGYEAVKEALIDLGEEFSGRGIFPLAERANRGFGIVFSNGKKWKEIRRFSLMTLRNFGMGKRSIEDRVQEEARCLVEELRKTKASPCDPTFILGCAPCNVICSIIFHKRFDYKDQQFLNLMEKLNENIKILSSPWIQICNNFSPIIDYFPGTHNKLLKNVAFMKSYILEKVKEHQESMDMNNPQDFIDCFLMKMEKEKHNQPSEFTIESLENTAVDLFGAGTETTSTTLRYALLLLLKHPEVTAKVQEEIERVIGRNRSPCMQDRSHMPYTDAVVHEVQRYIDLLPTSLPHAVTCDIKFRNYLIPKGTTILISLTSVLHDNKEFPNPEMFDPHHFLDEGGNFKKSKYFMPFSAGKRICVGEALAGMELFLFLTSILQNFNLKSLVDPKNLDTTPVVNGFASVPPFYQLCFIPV
# CYP2C19 inhib = blocks human cytochrome P450 2C19; 96,000 compounds, 21% hits; P33261; inhibition, % at 5 µM; CYP2C19 Supersomes, luciferin-H EGE luminescence, 30 min;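 active = CYP2C19 inhibition above a set limit at 5 µM in the primary screen, cut at about 50% in these data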;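 note: plate controls were negative control wells for no effect and 2.5 mM tranylcypromine positive control for full effect; values of inactives mirror those of a sister screen read the other way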
# CYP2C9 inhib = human CYP2C9 inhibition. P11712. CYP2C9 Supersomes, luciferin-H conversion, luminescence. inhibition, % at 5 µM. 96,000 compounds, 20% hits;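 active = blocking of liver enzyme CYP2C9 beyond about 50% at 5 µM, limit read from the data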; note: values of inactives mirror those of a sister screen read the other way
# Rev-RRE block = inhibitors of HIV-1 Rev-RRE RNA interaction | 97,000 compounds, 0.79% hits | inhibition, % at 8 µM | P05866 | Rev peptide-RRE RNA binding, FRET | AID 704;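 active = inhibition above the screen-wide mean plus 3 SD, cut at about 35% in these data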;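 note: 0% = median DMSO wells and 100% = median Neomycin B control wells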
# Target sequence (P05866 whole entry, looked up): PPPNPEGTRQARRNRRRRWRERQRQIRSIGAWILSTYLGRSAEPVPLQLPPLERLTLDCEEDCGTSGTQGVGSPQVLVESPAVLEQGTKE
#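 System: Cy5-labelled duplex RRE RNA binding fluorescein-labelled HIV Rev peptide; Signal: fluorescein-to-Cy5 FRET, 480 nm excitation; Also added: labelled Rev peptide; Compound: one concentration, 8 µM nominal; Buffer or medium: HEPES pH 7.5 salt buffer with EDTA; Read-out: % inhibition of FRET ratio versus controls; Schedule: 5 min preincubation and 15 min binding, 25 °C.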
# EphB4 antag = antagonists of human EphB4-ephrin-B2 interaction. AID 720. inhibition, % at 7 µM. P54760. EphB4 LBD / TNYL-RAW-Alexa532 peptide, fluorescence polarization. 97,000 compounds, 0.15% hits;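 active = inhibition above the screen-wide mean inhibition plus 3 SD, cut at about 15% in these data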;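 note: 0% = DMSO wells and 100% = excess unlabeled TNYL-RAW peptide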
# PLAP act = activators of human placental alkaline phosphatase; purified PLAP enzyme, luminescent substrate read-out; hits give high values; AID 696; P05187; 96,000 compounds, 1.2% hits; activation fold at 20 µM; in the data active = activation fold above about 2
# Target sequence (P05187 whole entry, looked up): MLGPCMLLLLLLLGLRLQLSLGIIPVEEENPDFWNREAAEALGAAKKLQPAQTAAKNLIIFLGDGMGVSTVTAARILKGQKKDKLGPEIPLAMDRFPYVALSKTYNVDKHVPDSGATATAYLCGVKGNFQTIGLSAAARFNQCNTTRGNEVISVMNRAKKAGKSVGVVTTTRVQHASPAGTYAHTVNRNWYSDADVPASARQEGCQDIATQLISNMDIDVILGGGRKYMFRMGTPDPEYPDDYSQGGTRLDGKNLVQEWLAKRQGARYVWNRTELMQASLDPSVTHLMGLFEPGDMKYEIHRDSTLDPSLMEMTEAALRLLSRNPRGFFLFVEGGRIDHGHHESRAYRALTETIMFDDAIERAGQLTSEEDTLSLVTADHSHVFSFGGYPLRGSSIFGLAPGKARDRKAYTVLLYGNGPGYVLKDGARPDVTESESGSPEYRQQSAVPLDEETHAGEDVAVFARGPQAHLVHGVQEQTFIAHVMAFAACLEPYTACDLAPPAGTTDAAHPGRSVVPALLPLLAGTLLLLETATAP
# CYP2C19 activ = increases human CYP2C19 enzyme activity; recombinant CYP2C19, luciferin-H EGE luminescence; hits give high values; 0 = fully inhibited enzyme, 1 = untreated enzyme; activation factor at 5 µM; 96,000 tested, under 10 active; AID 1025;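 active = activation factor of at least 2 at 5 µM in the primary screen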;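 note: 0 = wells with 2.5 mM tranylcypromine and 1 = vehicle-only wells; values of inactives mirror those of a sister screen read the other way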
# * = called active by the depositor; · = not tested or not shown.
SMILES,PLK1 inh,Plk1 PBD FP,CYP2C9 activ,CYP2C19 inhib,CYP2C9 inhib,Rev-RRE block,EphB4 antag,PLAP act,CYP2C19 activ
CC(C)Oc1ccc(CNC2CCOC(C)(C)C2)cc1 (stereo unspecified),-7,-11,1.3,-16,-31,8,-9,1.3,1.2
CN(c1ccccc1C(=O)Nc1ccccc1C(=O)NCc1ccco1)S(C)(=O)=O,-15,-5,0.5,29,47,1,15*,1.4,0.7
O=C(CSc1ncnc2nc[nH]c12)c1ccccc1,4,-8,0.9,22,13,8,5,1,0.8
N=C1C(c2nc3ccccc3s2)=C(O)CN1Cc1ccccc1,-20,2,·,·,·,3,-7,·,·
Cc1cc(=S)cc(C)n1CCCO,-1,24,0.9,5,10,3,-3,1,0.9
CN(C)CC(C)(C)CNC(=O)c1cc(=O)c2ccccc2o1,-11,1,1.1,-4,-12,2,8,0.9,1
O=C(COc1ccc(N2CC(C(=O)O)CC2=O)cc1)Nc1cccc(C(F)(F)F)c1 (stereo unspecified),-7,1,1.2,-4,-20,-1,4,0.9,1
NS(=O)(=O)c1ccc(CCNc2nc(CN3CCCCC3)nc3sc4c(c23)CCC4)cc1,-6,3,0.9,6,12,3,-7,1.9,0.9
CCOC(=O)CCCCC(=O)c1[nH]c(=O)[nH]c1Cn1ccnc1,-7,-2,0.7,36,28,8,-6,1.2,0.6
Cc1cc(=O)n2nc(N3CCCC3C(=O)NCCCN3CC(C)CC(C)C3)sc2n1 (stereo unspecified),·,·,1,2,2,·,·,1.4,1
COc1cc(/C=N/NC(=O)c2cccc([N+](=O)[O-])c2)ccc1OCc1ccccc1,-7,22,·,·,·,2,-9,·,·
CCC(C)NC(=O)Cn1c(=O)n(-c2ccccc2)c(=O)c2ccc(C(=O)NCc3ccco3)cc21 (stereo unspecified),-5,-1,0.8,-1,18,-3,-11,0.9,1
C=CCn1c(=O)c(C(=O)NCCN(CC)CC)c(O)c2ccccc21,-3,-1,1,-8,-4,-1,-3,1.4,1.1
CCOC(=O)N1CCN(C(=O)Nc2ccc(Cl)cc2Cl)CC1,-11,-26,1,44,2,3,-1,1.1,0.6
NC(=O)CSc1nnc(COc2ccccc2)n1C1CCCCC1,5,2,0.4,80*,56*,5,0,1.2,0.2
Cc1ccc2oc(=O)c3cnn(CC(=O)NCCC(C)C)c3c2c1,·,·,0.8,14,18,·,·,1,0.9
Cc1cc(C(=O)NCCC2=CCCCC2)no1,-3,1,1,48,-2,-2,5,1.5,0.5
COCCn1nnnc1C(CC(C)C)N1CCN(c2cccc(OC)c2)CC1 (stereo unspecified),·,·,0.2,81*,75*,·,·,1.6,0.2
CN(C)c1ccc(C(=O)C(O)c2ccc(C(C)(C)C)cc2)cc1 (stereo unspecified),-8,-4,0.9,45,13,21,0,1.1,0.6
COc1ccc(N(CC(=O)NC2CCCCC2)S(=O)(=O)c2cccnc2)cc1,-6,-16,0.4,53*,65*,5,-7,1.5,0.5
CC(C)Oc1snc(Cl)c1C(N)=O,7,2,1.1,15,-11,-1,-2,0.8,0.9
CCn1c(C)nc2cc(C(=O)OCCC(F)(F)F)ccc21,·,·,0.7,8,25,·,·,0.8,0.9
Cc1ccc2c(C(=O)CN3CCCCC3CCO)c(C)[nH]c2c1 (stereo unspecified),-6,8,0.7,22,28,2,2,1.6,0.8
O=S(=O)(Cc1ccccc1Cl)N1CCCCC1,-1,27,1.5,60*,-46,-1,-4,1.2,0.4
COC(=O)c1sc2cc(C(F)(F)F)cnc2c1-c1ccccc1,-8,-25,0.4,27,59*,3,4,1.2,0.7
CCCCN(NC(C)=O)c1nc(Cl)nc(NC(C)C)n1,-10,-5,1,-4,-2,0,-2,1,1
C=CCc1cc(OC)ccc1OCCON1C(=O)CCC1=O,-9,17,1,42,-2,4,4,1.1,0.6
Cn1c(NC(=O)c2ccccc2C(F)(F)F)cc(=O)n(C)c1=O,76*,0,1,0,-1,4,-4,0.9,1
CCOC(=O)C1CCCN(Cc2ccccc2OCC)C1 (stereo unspecified),-12,-13,1,47,3,6,6,1.5,0.5
COc1ccc(Oc2c(C)oc3cc(OC(=O)N4CCOCC4)ccc3c2=O)cc1,-8,5,1.1,9,-7,8,-3,1.2,0.9
COc1ccc(CCNC(=O)CSc2nnc(-c3ccc(F)cc3)o2)cc1OC,-14,-7,0.4,46,63*,2,1,1.1,0.5
Cc1nc(-c2cccc(S(=O)(=O)N3CCCC(C)C3)c2)cs1 (stereo unspecified),-4,-6,0.7,14,28,1,-3,1.1,0.9
CC(C)c1nnc(NC(=O)C2CCN(c3nc4ccccc4s3)CC2)s1,·,·,1,3,1,·,·,1.1,1
Cc1cccc(C)c1OCCSc1n[nH]c(N)n1,-8,-10,1,39,-2,6,-2,2*,0.6
CCc1ccc(/C=C/C(=O)c2cc(Br)ccc(=O)c2O)cc1,-11,2,0.6,27,40,29,3,1.5,0.7
CC(C)NC(=O)c1onc(CSc2ccc(F)c(F)c2)c1C(=O)O,-9,-26,0.2,23,76*,0,-5,1.1,0.8
Cc1cccn2c(=O)c3cc(C(=O)N4CCN(C(=O)c5ccco5)CC4)n(C)c3nc12,-9,-27,0.8,24,22,-4,-6,1.6,0.8
O=S(=O)(O)CCN1CCOCC1,-22,-21,1,2,1,5,-4,0.9,1
CCOc1ccccc1Oc1coc2cc(O)ccc2c1=O,-16,-1,3.1*,30,-211,2,3,0.9,0.7
CCCCC1CC(CSc2ncn[nH]2)OC1=O (stereo unspecified),-6,-9,0.8,80*,22,3,-12,1.8,0.2
COc1ccc(CNC(=O)CSc2nnc(-c3ccc(NC(C)=O)cc3)n2C)cc1,-8,-3,1,3,0,9,2,1,1
O=C(c1noc2c1CCc1ccccc1-2)N1CCc2ccccc2C1,·,·,1.7,60*,-74,·,·,1.2,0.4
O=C(O/N=C(\c1ccccc1)c1ccccn1)c1ccc(Cl)c(Cl)c1,6,-5,1.1,-3,-10,2,-5,1,1
COC(=O)c1ccc(NC(=S)Nc2ccccc2)cc1,-6,8,0.8,52*,23,1,-10,1,0.5
CCCCSc1nc(SCC(=O)NCc2ccco2)c2c3c(sc2n1)COC(C)(CC)C3 (stereo unspecified),-6,-24,0.5,13,51*,0,4,1.2,0.9
CCOc1cc(S(=O)(=O)N2CCC(C(N)=O)CC2)ccc1F,-14,18,1.1,-7,-10,1,5,0.9,1.1
CCN(CC)c1ccc(C2C(C(=O)OC(C)C)C(=O)CC(C)(O)C2C(=O)OC(C)C)cc1 (stereo unspecified),-17,-23,0.9,21,6,1,-2,1,0.8
Cc1ccc(C(=O)N2CCN(c3ccc(NC(=O)c4cccnc4)cc3)CC2)cc1,-8,-3,0.3,35,74*,3,-2,1.6,0.7
Cc1ccccc1CS(=O)(=O)CCC(=O)N1CCN(c2ccc(N3CCOCC3)nn2)CC1,-11,-12,1.1,-8,-10,5,5,1.1,1.1
O=C(CCc1ccccc1)Nc1ccc(N2CCOCC2)cc1,·,·,0.8,27,24,·,·,1,0.7
Cc1cc(C)nc(N2CCCC(C(=O)Nc3ccc4c(c3)OCO4)C2)n1 (stereo unspecified),2,-33,1.3,13,-32,-6,-5,0.9,0.9
O=C(O)C1C2C=CC(O2)C1C(=O)Nc1ccccc1C(F)(F)F (stereo unspecified),-6,-19,1.1,7,-8,4,4,0.8,0.9
Cc1ccc(NC(=O)CS(=O)CC(=O)Nc2ccc(N3CCOCC3)cc2)cc1Cl (stereo unspecified),-10,-6,0.7,-10,27,-1,2,1.1,1.1
CCCCc1nc2n[nH]c(N)c2c2c1CCCC2,58*,-25,0.9,43,14,7,-4,1.8,0.6
COc1ccccc1CNc1n[nH]c(NCc2ccccc2OC)n1,-6,-23,1.5,-8,-47,8,2,1.6,1.1
CCN(CC)S(=O)(=O)c1cccc(-c2nnc(SCc3ncc(-c4ccccc4)o3)n2C)c1,-15,18,0.5,38,51*,2,3,1.5,0.6
Nc1nc(-c2ccccc2)cc(N2CCCCC2)n1,-8,-9,0.8,51*,21,6,5,1.3,0.5
O=C(Nc1nncs1)c1c(F)c(F)c(F)c(F)c1F,-3,0,1,17,4,9,3,0.8,0.8
CCN(CC(=O)Nc1c(C(=O)OC)[nH]c2ccc(C)cc12)c1ccc2c(c1)OCO2,-12,-4,0.4,23,62*,-1,6,1.2,0.8
O=C(Cc1ccccc1)Nc1ccc(N2CCOCC2)cc1N1CCOCC1,1,-4,0.8,29,16,0,-3,1.3,0.7

# Shown with values under each structure: entries from further up
# Values run as follows: PLK1 inh, Plk1 PBD FP, CYP2C9 activ, CYP2C19 inhib, CYP2C9 inhib, Rev-RRE block, EphB4 antag, PLAP act, CYP2C19 activ
> CCN(CC)c1ccc(C2C(C(=O)OC(C)C)C(=O)CC(C)(O)C2C(=O)OC(C)C)cc1 (stereo unspecified)
 : -17, -23, 0.9, 21, 6, 1, -2, 1, 0.8
> Cc1ccc(C(=O)N2CCN(c3ccc(NC(=O)c4cccnc4)cc3)CC2)cc1
 : -8, -3, 0.3, 35, 74*, 3, -2, 1.6, 0.7

# (cont.)
SMILES,PLK1 inh,Plk1 PBD FP,CYP2C9 activ,CYP2C19 inhib,CYP2C9 inhib,Rev-RRE block,EphB4 antag,PLAP act,CYP2C19 activ
CN1C=CC(=C2C(=O)c3ccccc3C2=O)C=C1,-10,6,0.7,31,28,2,3,0.9,0.7
CCOC(=O)c1c(NCC2CCCO2)c2ccccc2[nH]c1=O (stereo unspecified),-8,-15,1.1,-2,-12,-2,-7,1.3,1
CC(=O)O[C@H]1CC[C@@]2(C)C(CCC3C2CC[C@]2(C)OC(=O)CCC32)C1 (stereo partly specified),-2,-9,·,·,·,0,-6,·,·
C=CCS(=O)(=O)c1nc2ccccc2s1,-6,-12,1.3,-1,-29,5,4,1.2,1
COC(=O)c1c(-c2cccc3ccccc23)csc1NC(=O)Cc1ccc(OC)c(OC)c1,-12,-28,0.1,62*,87*,5,5,1.6,0.4
O=C(Nc1nccs1)c1ccc(S(=O)(=O)NCc2cccs2)cc1,-2,-15,0.3,36,70*,4,4,1.4,0.6
O=C(NC1CCCCC1)c1ccc(CS(=O)(=O)Cc2ccccc2F)o1,-1,10,·,·,·,5,0,·,·
CN(C(=O)COC(=O)c1nc(-c2ccccc2)n(-c2ccccc2)n1)C1CCS(=O)(=O)C1 (stereo unspecified),-8,1,1,-3,1,2,-7,0.9,1
CCOc1cc(-c2c(C)c(CC)nc(N)c2C#N)ccc1O,·,·,0.8,63*,23,·,·,0.9,0.4
COc1ccc(OC)c(NC(=O)Nc2cccc3ccccc23)c1,6,3,0.6,6,39,1,9,0.8,0.9
CCOC(=O)N1CCC(NC(=O)C2CCN(S(=O)(=O)c3cccs3)CC2)CC1,-11,3,0.8,9,22,4,-1,1.4,0.9
Cc1ccc(S(=O)(=O)NC(CC(=O)NCC2CCCO2)c2ccco2)cc1 (stereo unspecified),-1,-24,1.1,0,-8,8,3,0.9,1
CCOC(=O)c1c(C)n(C)c2ccc(OC(=O)c3ccco3)cc12,-7,-3,1,-2,1,-3,-1,1,1
CCCC(=O)n1nc(-c2ccc(Cl)cc2)nc1SC,-7,-2,0.8,6,24,19,3,0.8,0.9

# Some of these compounds in order of their number in CYP2C9 activ, ascending:
SMILES,PLK1 inh,Plk1 PBD FP,CYP2C9 activ,CYP2C19 inhib,CYP2C9 inhib,Rev-RRE block,EphB4 antag,PLAP act,CYP2C19 activ
Nc1nc(-c2ccccc2)cc(N2CCCCC2)n1,-8,-9,0.8,51*,21,6,5,1.3,0.5
O=C(CSc1ncnc2nc[nH]c12)c1ccccc1,4,-8,0.9,22,13,8,5,1,0.8
COc1ccc(Oc2c(C)oc3cc(OC(=O)N4CCOCC4)ccc3c2=O)cc1,-8,5,1.1,9,-7,8,-3,1.2,0.9
O=C(COc1ccc(N2CC(C(=O)O)CC2=O)cc1)Nc1cccc(C(F)(F)F)c1 (stereo unspecified),-7,1,1.2,-4,-20,-1,4,0.9,1
